# RmlC RmlD mix – inhibitors of RmlC and RmlD coupled enzymes | RmlC/RmlD coupled enzyme inhibition, 384-well mixture HTS | inhibition, % at 5.5 µM | 110,000 compounds, 0.39% hits | AID 1532; in the data active = inhibition above about 30%, passing the limit was not always enough; also: strong numbers were not always called active
# RT RNaseH block – blocks HIV-1 RNase H cleavage of RNA/DNA duplex | P04585 | AID 565 | inhibition, % at 10 µM | RT-RNase H RNA/DNA duplex cleavage, fluorescence | 65,000 compounds, 1.9% hits; in the data active = inhibition above about 50%
# * marks the source's active call; other numbers are inactive results; i = inactive; · = no result given. An excerpt; the hit share may differ from the screen's.
SMILES,RmlC RmlD mix,RT RNaseH block
O=C(Cn1ncc2c(=O)oc3ccccc3c21)NCC1COc2ccccc2O1 (centres undefined),5,-8
COc1ccc(CSc2nc(C)cc(=O)[nH]2)cc1,-7,-9
Cc1nc2ccc3nc(NC(=O)c4ccc(S(=O)(=O)N5CCOCC5)cc4)sc3c2s1,10,1
C[C@@H]1O[C@@H](O[C@H]2C[C@@H](O)[C@]3(CO)[C@H]4[C@H](O)C[C@]5(C)[C@@H](C6=CC(=O)OC6)CC[C@]5(O)[C@@H]4CC[C@]3(O)C2)[C@H](O)[C@H](O)[C@H]1O,4,·
Cc1cc(Br)c(S(=O)(=O)n2nnc3ccccc32)cc1C,4,-18
COc1ccc(S(=O)(=O)N2CCC(NC(=O)Nc3ccc(C)cc3)CC2)cc1,-6,4
COc1cc(C)c(Br)cc1S(=O)(=O)N1CCCC1,-5,-56
O=C(c1cccc(F)c1)N1CCN(C(=O)c2cc(-c3ccc(Cl)cc3Cl)on2)CC1,9,-5
O=C(COc1ccccc1)NC(Cc1c[nH]c2ccccc12)C(=O)O (centres undefined),-2,19
Cc1[nH]nc2c1C(c1ccccc1F)CC(=O)N2 (centres undefined),-12,-3
CCn1cc(NC(=O)Nc2ccccc2C(=O)OC)c(C(N)=O)n1,19,-8
COc1ccc(OC(C)C(=O)NC2CC(C)(C)NC(C)(C)C2)cc1 (centres undefined),-5,2
COC(=O)c1ccc(-c2ccco2)n1Cc1cc(C)ccc1C,-6,·
Cc1cnc(C(=O)Nc2ccc3c(c2)CCC3)cn1,9,0
O=C(NCCCN1CCOCC1)c1ccc2c(=O)n(CCc3ccccc3)c(=O)[nH]c2c1,-8,·
COc1ccc(-n2c(SCC(=O)NCC3CCCO3)nc3n[nH]c(C)c3c2=N)cc1 (centres undefined),-7,-11
CC(C)(C)C(=O)NC(=S)NCCc1ccccc1,0,·
CCOC(=O)C1=C(C)NC(SCC(=O)Nc2cc(C)on2)=C(C#N)C1c1cccs1 (centres undefined),16,12
Cc1ccc(-c2nnn(CC(=O)NC3CC4CCC3C4)n2)cc1 (centres undefined),-15,1
COc1cccc(C(=O)N2CCN=C2SCc2cccnc2)c1OC,97,-13
O=C1CCc2cc(S(=O)(=O)N3CCCC3C(=O)NC3CCCCCCC3)ccc2N1 (centres undefined),14,·
Cn1c(Cn2c(=O)sc3ccccc32)nnc1SCC(=O)NCc1ccccc1Cl,·,-11
Cn1c(=O)c2c(nc(N3CCCCCC3)n2CC(=O)c2ccccc2)n(C)c1=O,0,-18
CCCCn1c(=N)n(CC(O)COc2ccc(C)cc2)c2ccccc21 (centres undefined),0,10
Cc1ccc(SC(C)c2nc(-c3cccnc3)no2)cc1 (centres undefined),-10,-28
CC(C)Cn1cc(C(=O)NCCCN2CCCC2=O)c2c3ccccc3n(C)c2c1=O,1,3
Cn1c(SC2CCCCC2=O)nnc1-c1ccncc1 (centres undefined),7,·
Cc1ccccc1NS(=O)(=O)c1cc(C(N)=O)ccc1C,-1,-12
CCOC(=O)[C@@H]1[C@H]2COc3ccccc3[C@@H]2N2C(=O)N(c3ccc(C(F)(F)F)cc3)C(=O)[C@]12C,-13,·
COc1ccccc1CN1CC(C(=O)N2CCN(c3ccc(F)cc3)CC2)CC1=O (centres undefined),-2,-11
CC(C)Oc1ccc(CNC(=S)N/N=C/c2cccnc2)cc1,-8,·
O=C([C@H](Cc1ccccc1)NS(=O)(=O)c1ccc(Cl)cc1)N1CC[C@@]2(O)CCCC[C@H]2C1,7,·
Cc1nn(-c2nc3ccccc3n2Cc2ccccc2)c2c1C(=O)CC(C)(C)C2,1,-4
O=C(CN(C(=O)Cn1nnc(-c2cccs2)n1)c1ccc2c(c1)OCCO2)NCc1ccccc1,1,·
CCOC(=O)c1sc(=N)n(-c2ccc(OC)cc2)c1C,·,-8
Cc1ccc(N(CC(O)CN(C)C)S(=O)(=O)c2ccccc2)cc1 (centres undefined),4,-5
CCOC(=O)c1cc(-c2ccco2)nc2c1c(C)nn2-c1ccccc1,-14,6
COc1cccc(C(=O)CN2CCC(NC(=O)NC3CCCCC3)CC2)c1,1,0
CC1CC(C)CN(C(=O)CN2CCN(Cc3ccc(Cl)cc3)C2=O)C1 (centres undefined),-9,·
CCNC(=S)NNC(=O)c1cccn(Cc2ccc(Cl)cc2Cl)c1=O,7,·
Cc1ccc(S(=O)(=O)NC(C)(C)CSc2nncn2C)cc1,-15,·
CCn1c(COc2cccc(C)c2)nnc1SCC(=O)N1CCCC1,12,1
CC(C)CC(C)NNC(=O)c1cc2ccccc2[nH]1 (centres undefined),-4,·
CCCN1CCN(C(=O)c2cn(CC(C)C)c(=O)c3cc(OC)c(OC)cc23)CC1,·,-5
CC(=O)c1c(C)nc2ccc(Br)cc2c1C(=O)O,-13,-2
CCN(CC)CCn1c(=S)[nH]c2ncccc2c1=O,5,·
COC(=O)c1ccccc1NC(=O)C1CCCN(S(=O)(=O)c2ccc(OC)cc2)C1 (centres undefined),8,-11
CCOC(=O)c1cc(-c2ccc(F)cc2)n(CC(=O)Nc2nccs2)c1C,14,0
COc1cc(/C=C2/C(=O)N=C(N)N2C)cc(OC)c1OC,0,·
O=c1ccccn1Cc1c(F)cccc1Cl,i,·
CCc1ccccc1NC(=O)N[C@H](C(=O)O)C(C)CC (some centres undefined),2,·
CCOC(=O)N1CCC(Nc2c(Nc3ccc(C)c(C)c3)c(=O)c2=O)CC1,8,1
Cc1ccc(F)c(NC=C2C(=O)OC(C)(C)OC2=O)c1,-2,-28
O=[N+]([O-])c1ccccc1N/N=C/c1cc2ccccc2nc1Cl,-8,·
COc1cccc(N2CCN(Cc3nc4ccccc4c(=O)[nH]3)CC2)c1,5,-1
C=CCNC(=O)c1ccc2c(c1)S(=O)(=O)c1ccccc1C2=O,-21,·
C=CCN=C(CC)C1=C(O)CCCC1=O,-12,4
COCCn1c(=S)[nH]c2cc(C(=O)NCCCN3CCOCC3)ccc2c1=O,-8,-5
COC(=O)c1ccc(NC(=O)Cn2nc(-c3ccncc3)nc2SCC(=O)Nc2nccs2)cc1,-6,·
Fc1ccc(CNc2nc(-c3ccco3)cc(C(F)(F)F)n2)cc1,6,-12

# Of the compounds above, 2 contain a CF3 group.
SMILES,RmlC RmlD mix,RT RNaseH block
CCOC(=O)[C@@H]1[C@H]2COc3ccccc3[C@@H]2N2C(=O)N(c3ccc(C(F)(F)F)cc3)C(=O)[C@]12C,-13,·
Fc1ccc(CNc2nc(-c3ccco3)cc(C(F)(F)F)n2)cc1,6,-12

# New compounds follow.
SMILES,RmlC RmlD mix,RT RNaseH block
CCOC(=O)c1ccc(N2C(=O)C(O)=C(C(C)=O)C2c2ccccc2)cc1 (centres undefined),2,·
COc1ccc(OC)c([C@@H](O)[C@H](C)NC(C)(C)C)c1,-15,-9
O=C(N[C@@H](Cc1ccccc1)C(=O)O)c1c(F)c(F)c(F)c(F)c1F,1,·
COCCn1cnc2cc(C)c(C)cc21,·,-13
COc1cccc(CNS(=O)(=O)c2cccc(S(=O)(=O)N3CCOCC3)c2)c1,5,·
O=C(OCc1ccc(Cl)cc1)c1ccccc1C(=O)c1ccccc1,13,·
O=C(Nc1nc2n(n1)C(c1ccc(Cl)cc1)CC(c1ccc(Cl)cc1)N2)c1ccco1 (centres undefined),6,3
COC(=O)c1ccc(/C=N/NC(=O)CC(=O)NC(C)C)cc1,12,·
COc1ccccc1-c1ccc(=O)n(CC(=O)Nc2ccc(C(=O)N3CCCC3)cc2)n1,8,-8
COc1ccccc1NCN1C(=O)CCC1=O,·,-4
COc1ccc(-c2noc(CN(C)S(=O)(=O)c3ccccc3)n2)cc1OC,1,-6
O=C(O)c1cccc(CSc2nnc(COc3ccccc3)o2)c1,-9,-4
CC1(C)Cc2ccccc2C(Nn2cnnc2)=N1,6,4
CC(C)(C)NCC(O)COc1ccccc1C(=O)CCc1ccccc1 (centres undefined),6,·
Cc1ccc(/C=C(\C#N)c2nc3ccccc3[nH]2)s1,7,·
N#C/C(C(N)=O)=C1/CCc2ccccc2N1,12,·
O=C(c1ccc2c3n(nc2c1)-c1ccc(Cl)cc1CO3)N1CCOCC1,-1,·
O=C(NC(=S)Nc1ccccc1)c1csnn1,-3,·
O=C(O)CC1(CC(=O)Nc2ccc3ccccc3c2)CCCCC1,3,·
CS(=O)(=O)N(Cc1ccc(F)cc1)Cc1nc2ccccc2c(=O)[nH]1,-15,-6
Cc1ccc(-c2cc(C(=O)NCc3ccco3)c3ccccc3n2)s1,-6,·
Cc1ccc(-n2c(SCC(=O)Nc3ccc4c(c3)OCCO4)nnc2-c2ccco2)cc1,17,-14
CCc1nnc(NC(=O)CSc2nnc(C3CCCCC3)n2-c2ccccc2)s1,4,-6
O=C(CSc1nnc(Cc2cc(=O)[nH]c(=O)[nH]2)n1-c1ccccc1)N1CCCCC1,-9,-13
CCOC(=O)C1CCN(C(=O)COc2ccc(S(=O)(=O)NC(C)(C)C)cc2)CC1,5,-7
CN(CC(=O)N1CCN(c2cccc(Cl)c2)CC1)S(=O)(=O)c1cccs1,91,·
O=C1CCCc2sccc2N1,16,1
Cc1nc(NC(=O)/C=C/c2ccccc2)sc1C(=O)Nc1ccccc1,-9,·
O=C(O)CCSc1nc2ccccc2n1CCOc1ccccc1,-10,-21
O=C1CCCC2=C1C1(O)C(=O)c3ccccc3C1(O)O2 (centres undefined),14,2
Cc1ccc2[nH]c(=O)c(C(c3nnnn3C(C)(C)C)N3CCN(C(=O)c4ccco4)CC3)cc2c1 (centres undefined),8,·
CCOCCCN1C(=O)CN(C2CCCCC2)C(=O)C1c1ccc(OCC)c(OC)c1 (centres undefined),7,-6
O=C(CC12CC3CC(CC(C3)C1)C2)NCCN1CCOCC1,4,-1
NC(=O)C(CC(=O)O)NC(=O)[C@@H]1CCOc2c(I)cc([N+](=O)[O-])cc2C(=O)N[C@@H](CCC(=O)O)C(=O)N[C@@H](CO)C(=O)N1 (some centres undefined),-11,·
Cc1ccc(-c2nnc(SCC(C)C)n2C)cc1,5,·
C[C@@H](CN1C2=NC[C@H](C)N2C[C@H]1Cc1ccc(O)cc1)NC(=O)CCC1CCCCC1,7,·
Cc1ccc(CNC(=O)C2CC(c3ccccc3[N+](=O)[O-])=NO2)o1 (centres undefined),-3,·
O=S(=O)(O)c1nc2ccccc2n1Cc1ccc(Cl)cc1,1,-4
COc1ccccc1N1C(=O)N(C(C)=O)C2C1Nc1ccccc1N2C (centres undefined),2,5
Cc1ccc(OCc2nnc(SCC(=O)Nc3ccc4c(c3)OCO4)n2C)cc1,5,-9
CC1(C)CC(=O)c2c(oc3cc(O)c(O)cc23)C1,5,·
O=c1c(Sc2ccccc2)c(C(F)(F)F)[nH]n1-c1ccccc1,-10,·
N#CC1=C(SCc2ccccc2)NC(=O)CC1c1ccco1 (centres undefined),7,-7
O=C(Nc1nc(-c2ccc(Cl)s2)cs1)c1ccccc1,-17,·
COC(=O)CCC(=O)CN,-15,-5
CC(NC(=O)c1cc2ccccc2o1)C(=O)O (centres undefined),-10,-16
CC(C)NC(=O)c1cc(-n2cnnc2)ccc1Cl,-30,·
Cc1ccc(-c2cn3cccnc3n2)cc1NC(=O)c1ccc(Br)o1,70*,-8
CCOC(=O)N1CCN(C(=O)CN(c2ccc(OCc3ccccc3)cc2)S(C)(=O)=O)CC1,12,3
COc1ccc(C2c3c(n[nH]c3C)CC(C)(O)C2C(C)=O)cc1OC (centres undefined),17,1
CCCn1c(N)c(C(=O)CSc2nnc(C3CC3)n2Cc2ccccc2)c(=O)[nH]c1=O,13,·
Cc1cc(C)n2nc(SCC(=O)c3ccccc3)nc2n1,13,-19
CCOC(=O)N1CCC(NC(=O)CN2C(=O)C(CC)Oc3ccc(C)cc32)CC1 (centres undefined),-9,2
O=c1[nH]c2cc3c(cc2cc1C(c1nnnn1CC1CCCO1)N1CCCCCC1)OCCO3 (centres undefined),14,·
O=C(NCCO)c1cccc(Nc2nc(-c3ccccc3)c3cc(Cl)ccc3n2)c1,-22,·
COc1ccc(C(=O)Cn2nnc(-c3ccccc3-n3cnnn3)n2)cc1,17,4
COCCNC(=O)c1ccccc1NC(=O)c1ccccc1N(C)S(=O)(=O)c1ccccc1,-1,·
Cc1ccc(C)c(NC(=O)C(Sc2nncn2C)c2ccccc2)c1 (centres undefined),11,2
Cc1ccc(N)c(C(=O)CCCCC(=O)O)c1,-7,-7
O=C(NCc1ccco1)c1csc(Nc2ccccc2Cl)n1,6,-20

# In the list so far, 16 contain a Cl atom:
SMILES,RmlC RmlD mix,RT RNaseH block
O=C(c1cccc(F)c1)N1CCN(C(=O)c2cc(-c3ccc(Cl)cc3Cl)on2)CC1,9,-5
Cn1c(Cn2c(=O)sc3ccccc32)nnc1SCC(=O)NCc1ccccc1Cl,·,-11
O=C([C@H](Cc1ccccc1)NS(=O)(=O)c1ccc(Cl)cc1)N1CC[C@@]2(O)CCCC[C@H]2C1,7,·
CC1CC(C)CN(C(=O)CN2CCN(Cc3ccc(Cl)cc3)C2=O)C1 (centres undefined),-9,·
CCNC(=S)NNC(=O)c1cccn(Cc2ccc(Cl)cc2Cl)c1=O,7,·
O=c1ccccn1Cc1c(F)cccc1Cl,i,·
O=[N+]([O-])c1ccccc1N/N=C/c1cc2ccccc2nc1Cl,-8,·
O=C(OCc1ccc(Cl)cc1)c1ccccc1C(=O)c1ccccc1,13,·
O=C(Nc1nc2n(n1)C(c1ccc(Cl)cc1)CC(c1ccc(Cl)cc1)N2)c1ccco1 (centres undefined),6,3
O=C(c1ccc2c3n(nc2c1)-c1ccc(Cl)cc1CO3)N1CCOCC1,-1,·
CN(CC(=O)N1CCN(c2cccc(Cl)c2)CC1)S(=O)(=O)c1cccs1,91,·
O=S(=O)(O)c1nc2ccccc2n1Cc1ccc(Cl)cc1,1,-4
O=C(Nc1nc(-c2ccc(Cl)s2)cs1)c1ccccc1,-17,·
CC(C)NC(=O)c1cc(-n2cnnc2)ccc1Cl,-30,·
O=C(NCCO)c1cccc(Nc2nc(-c3ccccc3)c3cc(Cl)ccc3n2)c1,-22,·
O=C(NCc1ccco1)c1csc(Nc2ccccc2Cl)n1,6,-20

# Source: PubChem BioAssay
